Screens deposited in PubChem BioAssay by several laboratories.
MDM2 E3 inh: Mdm2 E3 ligase (human) inhibition | Q00987 | cell-based MDM2 ubiquitination luciferase reporter, 2 h; 0 = plate control, 100 = twice control, blank-subtracted | signal enhancement, % at 5 µM | 0.11% of 210,000 active;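 active = signal enhancement of 30% or more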;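 note: luminescence tracks abundance of the self-degrading MDM2-luciferase fusion protein; higher signal means inhibition of MDM2 E3 ligase activity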
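Assay system: stable mammalian line carrying autodegrading MDM2–luciferase fusion reporter; Input: 2000 cells in each well; Compound dosing: single-point 5 µM; Schedule: 2 h compound exposure at 37 °C; Signal: SteadyLite luciferase luminescence after 15 min room-temperature reagent incubation; Evaluation: % luminescence enhancement versus blank-corrected plate control mean; Benchmarks: plate controls and plate blanks.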
zfTRPN1 agonist: agonists of zebrafish TRPN1 channel; HEK293 zebrafish TRPN1-YFP, Fluo-8 calcium fluorescence; 100% = response to 87 µM carbachol; activation, % at 3 µM; 0.18% of 220,000 active;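 active = activation above its plate's cutoff, the mean activation of test wells on that plate plus 3 SD, cut at about 19% in these data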;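 note: 0% = DMSO alone and 100% = 87 µM carbachol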
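Material – zebrafish TRPN1-YFP in HEK293 cells · Doses – 3 µM single point · Schedule – dye 1 h 37 °C plus 30 min RT · Signal – Fluo-8 calcium fluorescence, excitation 470-495 nm, emission 515-575 nm · Read-out – % activation versus carbachol response · Control set – carbachol high, DMSO low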
TNF death inh: TNF-alpha cell death inhibition in Jurkat FADD-/- cells. Jurkat FADD-/- TNF necroptosis rescue, ATP luminescence, 24 h; 0 = TNF only, 100 = no-TNF cells. activation (protection from cell death), % at 10 µM. 0.068% of 220,000 active;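 active = activation, meaning protection from cell death, of at least 50% relative to plate controls; inactive = activation below 50%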;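 note: necroptosis triggered by 40 ng/mL TNF-alpha added together with compound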
NCF1 inh: blocks human p47phox regulatory protein of NADPH oxidases; p47phox/p22phox peptide binding, fluorescence polarization, 2 h; inhibition, % at 24.7 µM; 0.53% of 220,000 active; AID 1274;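 active = inhibition above about 30%, limit read from the data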;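 note: 0% = p47phox with labelled peptide and 100% = labelled peptide alone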
TRPML3 agonist: human mucolipin-3 channel agonism; activation, % at 3 µM; 0.29% of 220,000 active; AID 1448; HEK293 TRPML3-YFP, Fluo-8 calcium fluorescence; 100% = the carbachol control signal;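 active = activation above its plate's cutoff, the mean activation of the plate's test wells plus 3 SD, cut at about 12% in these data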;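 note: 0% = DMSO only wells and 100% = carbachol wells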
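Test system: HEK293 cells stably carrying human TRPML3-YFP; Doses: single dose, 3 µM final nominal compound, 0.3% DMSO final; Schedule: dye loading 1 h 37 °C then 30 min ambient, 125 s read; Technique: Fluo-8 calcium fluorescence; Benchmarks: high control carbachol 87 µM, low control DMSO.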
CHOP inh: blocks CHOP induction under ER stress; CHO-K1 CHOP-promoter luciferase, tunicamycin-induced, 15-18 h; inhibition, % at 10 µM; 3.8% of 220,000 active;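 active = compounds that reduced the stress-induced luciferase reporter signal by more than about 70% of percent inhibition, limit read from the data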;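 note: 0% = tunicamycin plus vehicle and 100% = wells without tunicamycin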
EBV gp42 inh: blocks Epstein-Barr virus glycoprotein 42 binding; Fluorescence polarization binding assay, mP read-out; inhibition, % (tested at 21.74 µM); 0.42% of 220,000 active; AID 1085; in the data active = inhibition above about 50%
Target sequence (Q1HVG2 whole entry, looked up): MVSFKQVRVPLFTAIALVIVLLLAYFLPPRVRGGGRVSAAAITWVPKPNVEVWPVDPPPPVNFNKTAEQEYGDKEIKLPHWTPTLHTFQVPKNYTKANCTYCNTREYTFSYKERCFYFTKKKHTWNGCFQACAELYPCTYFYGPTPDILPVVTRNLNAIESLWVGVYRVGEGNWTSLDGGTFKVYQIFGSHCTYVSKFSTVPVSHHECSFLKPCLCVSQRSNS
PPC-1+TRAIL kill: kills PPC-1 cancer cells in the presence of TRAIL. PPC-1 cells + TRAIL, ATPLite viability luminescence. cell killing (% activity), % at 4 µM. 0.41% of 220,000 active. AID 1443;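 active = cell killing above 50% in the first pass at 4 µM, then a duplicate retest at 5 µM averaging 50% or more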;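 note: plate controls were cells with TRAIL plus DMSO for no effect and medium-only wells lacking cells for full effect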
Runt-SMMHC FRET: inhibitors of human RUNX1 Runt domain binding to CBFb-SMMHC; inhibition, % at 20 µM; Cerulean-Runt/Venus-CBFb-SMMHC FRET ratio 530/480, 1 h; 0.74% of 220,000 active; Q01196+Q13951;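 active = mean inhibition across duplicate retests at 20 µM reaching about 50%, limit read from the data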;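 note: 0% = DMSO wells and 100% = wells with excess untagged CBFb-SMMHC; inhibitors lower the FRET ratio by blocking Runt binding to CBFb-SMMHC; some results filed as inactive read as strong as hits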
Target sequence (Q01196 whole entry, looked up, the tested form may be a part): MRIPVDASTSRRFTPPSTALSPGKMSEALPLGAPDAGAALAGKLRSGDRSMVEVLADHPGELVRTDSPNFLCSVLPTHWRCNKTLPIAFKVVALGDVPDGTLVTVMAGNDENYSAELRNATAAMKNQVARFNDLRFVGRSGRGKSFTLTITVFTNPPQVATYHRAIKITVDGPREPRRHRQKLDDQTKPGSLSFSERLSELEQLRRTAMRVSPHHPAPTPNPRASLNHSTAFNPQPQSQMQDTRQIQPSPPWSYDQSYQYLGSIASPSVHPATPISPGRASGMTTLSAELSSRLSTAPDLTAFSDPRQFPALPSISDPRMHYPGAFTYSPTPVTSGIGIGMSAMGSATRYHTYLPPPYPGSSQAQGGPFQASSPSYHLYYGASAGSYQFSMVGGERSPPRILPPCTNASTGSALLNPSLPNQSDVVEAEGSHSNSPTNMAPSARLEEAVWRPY
Target sequence (Q13951 whole entry, looked up, the tested form may be a part): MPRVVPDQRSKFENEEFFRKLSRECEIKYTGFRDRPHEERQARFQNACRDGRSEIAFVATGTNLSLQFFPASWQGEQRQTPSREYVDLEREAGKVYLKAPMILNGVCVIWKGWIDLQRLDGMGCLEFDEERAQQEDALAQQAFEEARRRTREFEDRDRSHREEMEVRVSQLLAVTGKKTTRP
* marks the source's active call; other numbers are inactive results; nt = no result given.

SMILES | MDM2 E3 inh | zfTRPN1 agonist | TNF death inh | NCF1 inh | TRPML3 agonist | CHOP inh | EBV gp42 inh | PPC-1+TRAIL kill | Runt-SMMHC FRET
Cc1ccc(N2C(=O)C3C=NNC3C2=O)cc1 (centres undefined) | -9 | 1.0 | 0.5 | -2 | 0.2 | -4 | -6 | -5 | -6
O=C(CCN1C(=O)c2ccccc2C1=O)C1=NN[C@@H]2C(=O)N(c3ccc4c(c3)OCCO4)C(=O)[C@H]12 | 5 | 2.5 | 1.6 | -10 | 0.6 | 7 | -1 | 13 | -1
CCCCNC(=O)CSc1nc2cc3c(cc2c(=O)n1CCC(=O)NCCc1ccc(OC)c(OC)c1)OCO3 | 13 | 0.0 | 2.6 | -1 | 0.2 | 19 | -20 | 21 | 1
CC(C)(Oc1ccc(Cl)cc1)C(=O)NCc1ccncc1 | -15 | 1.3 | -0.9 | -3 | 0.3 | -13 | -13 | -8 | -10
CCOC(=O)c1c(CN(CC)CC)oc2ccc(OC)cc12 | 6 | 0.8 | -0.7 | -16 | -0.7 | -1 | -16 | 35 | 4
O=C(N/N=C/c1cccc([N+](=O)[O-])c1)c1cc2c(ccc3ccccc32)o1 | 0 | 3.1 | -2.2 | -5 | 0.7 | -29 | 9 | 12 | -6
COc1ccc(-n2nc3c(c2NC(=O)c2ccc(Br)cc2)CS(=O)C3)cc1 (centres undefined) | -11 | 1.0 | 0.0 | -6 | 0.8 | -9 | -15 | 14 | -3
CCSCCNC(=O)c1cncc(Br)c1 | -12 | -0.5 | 2.6 | -12 | 0.7 | 20 | -20 | -7 | -9
CCN(CC)CCCNC(=O)c1cc(-c2cccc(Cl)c2)on1 | 1 | 3.1 | 1.9 | -10 | 1.5 | -10 | 1 | -12 | 3
O=C(NCc1ccco1)c1ccc(Br)s1 | -18 | 1.6 | 8.2 | 6 | 0.3 | 9 | -4 | 13 | -3
Cc1ccc(C2CC(c3ccccc3)=NN2C(=S)Nc2ccccc2)o1 (centres undefined) | -20 | 0.4 | -12 | -10 | 0.4 | -11 | -19 | 23 | 12
O=C(COC(=O)Cn1cnc2ccccc2c1=O)Nc1ccc(Cl)cc1 | -9 | 0.7 | -0.2 | -11 | 0.6 | 5 | -7 | 10 | 0
Fc1cccc(CN2CCN(Cc3nc(-c4cnccn4)no3)CC2)c1 | -5 | 0.8 | -0.6 | -1 | 1.1 | 2 | -5 | 3 | 2
Cc1nn(C)cc1/C=C(/C#N)C(N)=O | nt | -0.7 | 2.1 | -11 | 0.9 | 19 | -5 | -5 | 2
CCn1cnc2sc(C(=O)N(Cc3ccc(N(C)C)cc3)Cc3ccco3)c(C)c2c1=O | -9 | 0.2 | -9.7 | -2 | -0.1 | 51 | -1 | -8 | -2
COCCCN(C(=S)Nc1ccc(C)cc1Cl)C(C)c1ccncc1 (centres undefined) | -5 | 0.1 | 1.4 | -15 | 0.9 | 20 | -14 | 8 | -2
CC12CCC(C(=O)Nc3ccccc3Br)(C/C1=N\O)C2(C)C (centres undefined) | -7 | -0.1 | -1.3 | -9 | -0.7 | 6 | -9 | 18 | 6
O=C(NCCCCCNC(=O)c1ccccn1)c1ccccn1 | -4 | 1.0 | 0.5 | -2 | 0.3 | 6 | -4 | 9 | -2
CCOC(=O)COc1ccc(C(=O)Nc2cccc(Cl)c2C)cc1 | -5 | 1.3 | 1.9 | 5 | 2.1 | 4 | 0 | 0 | 1
Cc1cc(C(=O)OCC(=O)NC2CCS(=O)(=O)C2)c2ccccc2n1 (centres undefined) | -14 | 2.0 | 1.0 | -10 | 1.2 | 28 | -13 | -2 | 3
COc1cc(/C=N\Nc2cc(=O)n(C)c(=O)n2C)ccc1O | -9 | -1.4 | -0.3 | 6 | 0.0 | -14 | 13 | 27 | -2
CCc1cc(C(=O)c2ccc(OC)cc2)c(NC(=O)CN2CCCCC2)s1 | -10 | -0.6 | -1.4 | -5 | 0.8 | 20 | -9 | 0 | 2
NSc1nc(N)c2nc(-c3ccccc3)c(-c3ccccc3)nc2n1 | -4 | -1.2 | -5.3 | -1 | -0.6 | -93 | -14 | 12 | 69*
Nc1cc(=O)nc(SCC(=O)NC2CCCCC2)n1-c1ccccc1 | -4 | 0.6 | 0.5 | -6 | -0.6 | 10 | -11 | -7 | 1
COc1cccc(NC(=O)CSc2nnc(-c3ccoc3C)n2-c2ccccc2)c1 | -11 | -2.0 | 0.8 | -9 | 0.0 | 27 | 0 | 1 | -1

Nine structures from above, sorted by SMILES length, low to high:
SMILES | MDM2 E3 inh | zfTRPN1 agonist | TNF death inh | NCF1 inh | TRPML3 agonist | CHOP inh | EBV gp42 inh | PPC-1+TRAIL kill | Runt-SMMHC FRET
CCSCCNC(=O)c1cncc(Br)c1 | -12 | -0.5 | 2.6 | -12 | 0.7 | 20 | -20 | -7 | -9
Cc1nn(C)cc1/C=C(/C#N)C(N)=O | nt | -0.7 | 2.1 | -11 | 0.9 | 19 | -5 | -5 | 2
Cc1ccc(N2C(=O)C3C=NNC3C2=O)cc1 (centres undefined) | -9 | 1.0 | 0.5 | -2 | 0.2 | -4 | -6 | -5 | -6
O=C(NCCCCCNC(=O)c1ccccn1)c1ccccn1 | -4 | 1.0 | 0.5 | -2 | 0.3 | 6 | -4 | 9 | -2
CCOC(=O)c1c(CN(CC)CC)oc2ccc(OC)cc12 | 6 | 0.8 | -0.7 | -16 | -0.7 | -1 | -16 | 35 | 4
COCCCN(C(=S)Nc1ccc(C)cc1Cl)C(C)c1ccncc1 (centres undefined) | -5 | 0.1 | 1.4 | -15 | 0.9 | 20 | -14 | 8 | -2
CC12CCC(C(=O)Nc3ccccc3Br)(C/C1=N\O)C2(C)C (centres undefined) | -7 | -0.1 | -1.3 | -9 | -0.7 | 6 | -9 | 18 | 6
CCCCNC(=O)CSc1nc2cc3c(cc2c(=O)n1CCC(=O)NCCc1ccc(OC)c(OC)c1)OCO3 | 13 | 0.0 | 2.6 | -1 | 0.2 | 19 | -20 | 21 | 1
O=C(CCN1C(=O)c2ccccc2C1=O)C1=NN[C@@H]2C(=O)N(c3ccc4c(c3)OCCO4)C(=O)[C@H]12 | 5 | 2.5 | 1.6 | -10 | 0.6 | 7 | -1 | 13 | -1

(cont.)
SMILES | MDM2 E3 inh | zfTRPN1 agonist | TNF death inh | NCF1 inh | TRPML3 agonist | CHOP inh | EBV gp42 inh | PPC-1+TRAIL kill | Runt-SMMHC FRET
CCOC(=O)CNc1c(N2CCN(c3ccccn3)CC2)c(=O)c1=O | -5 | 2.4 | 0.7 | -13 | 0.6 | 6 | -14 | 8 | -2
CCOC(=O)CSc1nc2cc3c(cc2cc1CC)OCCO3 | -14 | -1.0 | -1.4 | -54 | 0.2 | -3 | -13 | -6 | 1
O=C(CSc1ccc(-c2cccnc2)nn1)N1CCCCCC1 | -1 | -0.2 | 2.9 | 3 | 0.4 | -8 | -6 | 12 | 4
CN(c1ccc(OCC(=O)Nc2nc3ccccc3s2)cc1)S(=O)(=O)c1ccccc1 | -20 | -0.3 | 0.7 | -17 | 0.8 | 20 | 4 | 4 | 2
CCOC(=O)Nc1ccc(C(=O)NCC2CCCO2)cc1 (centres undefined) | -8 | 1.2 | -3.1 | -2 | 0.8 | -7 | -24 | 4 | 0
O=C(NCCCn1ccnc1)/C(=C\c1ccco1)NC(=O)c1ccco1 | 2 | 1.6 | 0.3 | -11 | 0.7 | 2 | -13 | -22 | -8
CC1CCN(C(=O)CCNS(=O)(=O)c2ccccc2)CC1 | -8 | 1.2 | 0.2 | -19 | 0.3 | -6 | -2 | -2 | -1
CCC(=O)c1c[nH]c(C(=O)NCCc2ccccn2)c1 | 4 | 0.7 | -2.0 | 10 | 0.0 | -8 | -11 | 8 | 1
C=CCN1C=C2C(=O)C(C)(OC(=O)CC)C(=O)C=C2C=C1CCCC (centres undefined) | 3 | nt | -1.0 | -13 | nt | 12 | 4 | -6 | -2
NS(=O)(=O)c1ccc(N2N=C(c3ccccc3)CC2c2cccc(F)c2)cc1 (centres undefined) | -2 | -0.8 | 4.1 | -15 | -0.1 | 83* | 3 | -7 | 19
CCOc1ccc(-n2c(Cc3cc(=O)[nH]c(=O)[nH]3)nnc2SCC(=O)NC2CCCC2)cc1 | -19 | 0.6 | 0.3 | -17 | 0.1 | 27 | -6 | 1 | -4
Cc1ccc(-c2noc(CN(C(=O)Cc3ccccc3)C(C)C)n2)cc1 | -8 | -1.0 | 0.6 | -10 | 0.0 | 38 | -4 | 4 | -1
O=C(c1ccccc1F)N1CCN(S(=O)(=O)c2ccc(S(=O)(=O)N3CCCCCC3)cc2)CC1 | nt | 2.0 | 7.3 | -15 | 0.7 | 20 | -10 | 0 | -8
Cc1cc(C(=O)CSc2nnc(N)s2)c(C)n1Cc1ccco1 | -55 | 1.4 | -0.7 | -5 | -0.1 | -3 | 4 | 18 | 0
COc1cccc(-c2cc3nc(-c4ccccc4)cc(N4CCC5(CC4)OCCO5)n3n2)c1 | -4 | 0.2 | -0.6 | -8 | 0.3 | -21 | 0 | 12 | 19
CC(C)Oc1ccccc1/C=N/NC(=O)c1ccc(F)cc1 | 5 | -0.2 | 1.0 | -15 | 0.7 | -15 | -14 | 33 | 0
CNC(=O)c1cc2cc(Cc3ccccc3Cl)ccc2oc1=O | -12 | 0.7 | 2.4 | -34 | 0.5 | 30 | -22 | -9 | 5
Cc1ccc(S(=O)(=O)NCc2ccc(C(=O)N3CCCC3)cc2)cc1 | -1 | 0.2 | 1.4 | -1 | -0.3 | -19 | -6 | 7 | 2
O=C1CC(NNC(=O)c2cccc(F)c2)C(=O)N1 (centres undefined) | 4 | 1.3 | 1.6 | -6 | 0.5 | 16 | 2 | -18 | -2
Cc1occc1C(=O)N/N=C/C=C\c1ccccc1[N+](=O)[O-] | -9 | 0.5 | 0.6 | -2 | 1.0 | -7 | -1 | 17 | 0
NC(=O)C1CCN(C(=O)c2ccc(Oc3ccccc3)cc2)CC1 | -23 | 1.1 | -2.2 | -16 | 0.7 | 13 | -36 | 3 | -3
COc1ccc(Br)c(C(=O)Nn2c(C)nc3ccccc3c2=O)c1 | 3 | 0.6 | -0.8 | -4 | 0.6 | -1 | -5 | 6 | -41
CCCCn1c(SCC(=O)N2CCCc3ccccc32)nc2c1c(=O)n(C)c(=O)n2C | -19 | 0.6 | -0.9 | 1 | 0.6 | -33 | -20 | 2 | 0
O=C(Nc1ccc(S(=O)(=O)Nc2nccs2)cc1)c1cc(-c2ccncc2)nc2ccccc12 | -15 | -1.2 | 0.7 | -18 | 0.9 | 7 | 18 | 3 | -24
COC(=O)Nc1ccc(OCc2ccccc2)cc1 | -11 | -2.4 | -2.0 | -8 | -1.0 | 11 | 2 | 10 | 1
